PhoP GFP inhibition: Inhibition of PhoP regulon, Salmonella typhi GFP reporter cells, confirmation, 4 h (AID 1850). 0.33% of 310,000 active. inhibition, % at 50 µM; hits with a dose series show IC50 in µM. Salmonella Typhi PhoP-promoter GFP reporter, fluorescence, 4 h; higher % means a stronger effect; in the data active means a potency from the dose series; inconclusive means inhibition mostly from about 25% at the one dose, without a potency; inactive means the rest, 99 in 100 with inhibition below about 19%;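 further: 0% = induced wells with vehicle and 100% = uninduced wells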
tuberculosis growth: growth inhibition of non-replicating M. tuberculosis (AID 488890); Mycobacterium tuberculosis non-replicating, growth inhibition; higher % means a stronger effect; inhibition, % at 25 µM; hits with a dose series show IC50 in µM; 0.39% of 320,000 active; in the data active means a potency from the dose series; inconclusive means inhibition mostly from about 82% at the one dose, without a potency; inactive means the rest, 99 in 100 with inhibition below about 76%;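 further: plate controls were DMSO cells for no effect and high antibiotic wells for full effect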
H1N1 NS1A inhibition: H1N1 influenza NS1A inhibitors, functional cell based assay (AID 504329); NS1A functional cell-based assay, percent inhibition; higher % means a stronger effect; one-dose inhibition, % at 12.5 µM; IC50 in µM for titrated hits; 0.3% of 340,000 active; in the data active means a potency from the dose series; inconclusive means inhibition above about 27% without an active follow-up result; further: strong numbers were not always called active
M. tuberculosis HTS: M. tuberculosis growth inhibition, HTS (AID 449762) | one-dose inhibition, % at 25 µM; IC50 in µM for titrated hits | 0.59% of 330,000 active | M. tuberculosis H37Rv growth inhibition, 7H9 media; higher % means a stronger effect; in the data active means a potency from the dose series; inconclusive means inhibition above about 70% without an active follow-up result;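 further: bacterial growth assessed after seven days of incubation; strong numbers were not always called active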
inhibitors of VEEV: inhibitors of VEEV TC-83 cytopathic effect, confirmation, Vero cells (AID 588727) | 0.13% of 350,000 active | Vero cells, VEEV TC-83 cytopathic effect inhibition; higher % means a stronger effect | inhibition, % at 20 µM; hits with a dose series show IC50 in µM; in the data active means a potency from the dose series; inconclusive means inhibition mostly from about 14% at the one dose, without a potency; inactive means the rest, 99 in 100 with inhibition below about 12%; further: strong numbers were not always called active
inhibitors of VEEV 10K pilot screen: recorded beside inhibitors of VEEV, whose call it bears; inhibition, %; measured here: 10K pilot screen inhibition
* hit, by the source's call; i = inactive; ? = inconclusive; . = not tested or not shown.

SMILES	PhoP GFP inhibition	tuberculosis growth	H1N1 NS1A inhibition	M. tuberculosis HTS	inhibitors of VEEV	others
Cc1cc(C(=O)CCl)c(C)n1-c1c(C)n(C)n(-c2ccccc2)c1=O	5%	74%	-5%	65%	?
CCCCn1c(N)c(N(CC(C)C)C(=O)c2oc3c(Cl)cccc3c2C)c(=O)[nH]c1=O	1%	26%	-5%	93%	?
Cc1ccc(S(=O)(=O)NC2(C(F)(F)F)NC(=O)N(CCc3ccccc3)C2=O)cc1 (stereo not drawn)	-4%	-3%	-16%	-5%	3.0%
CC(C)C(NC(=O)c1ccccc1F)C(=O)OCC(=O)c1ccc(F)cc1 (stereo not drawn)	3%	-2%	-4%	-1%	0.8%
O=C(Nc1ccc(NC(=O)c2cccs2)c(Cl)c1)c1cccs1	18%	6%	5%	54%	1.4%
Cc1ccc(NC2CCCN(C(=O)c3ccccc3-c3ncc[nH]3)C2)cc1C (stereo not drawn)	-5%	-2%	9%	-11%	11%
CC1CC2=C(C(=O)O1)C(c1ccccc1)Nc1ccccc1N2 (stereo not drawn)	-4%	-6%	5%	3%	2.1%
Cc1ccc(CNC(=O)c2cc3c(=O)n(C)c4ccccc4c3n2C)cc1	-10%	-23%	-1%	-8%	0.2%
COc1ccccc1/C=N/NC(=O)CO	2%	6%	-9%	1%	i
CCn1c2ccc(Cl)cc2c2nc3ccccc3nc21	-10%	16%	.	2%	.
Clc1ccc(Oc2nc(N3CCOCC3)nc(N3CCOCC3)n2)c(C2CCCCC2)c1	0%	-13%	0%	-6%	0.0%
CN(C)c1ccc(/C=C(\NC(=O)c2ccccc2)C(=O)NCCCn2ccnc2)cc1	-6%	-6%	19%	-1%	i
COc1ccc(NC(=O)CSc2ccccc2)cn1	4%	63%	-23%	13%	0.4%
O=C(NCCCN1CCOCC1)c1ccccc1N1C(=O)[C@@H]2Cc3c([nH]c4ccccc34)C(c3ccc(F)cc3)N2C1=O (stereo partly drawn)	3%	38%	2%	-6%	6.2%
CC(OC1=CC(=O)CCC1)C(=O)c1ccccc1 (stereo not drawn)	-12%	3%	-1%	-11%	2.3%

For reference, five of the compounds above.
SMILES	PhoP GFP inhibition	tuberculosis growth	H1N1 NS1A inhibition	M. tuberculosis HTS	inhibitors of VEEV	others
Clc1ccc(Oc2nc(N3CCOCC3)nc(N3CCOCC3)n2)c(C2CCCCC2)c1	0%	-13%	0%	-6%	0.0%
CN(C)c1ccc(/C=C(\NC(=O)c2ccccc2)C(=O)NCCCn2ccnc2)cc1	-6%	-6%	19%	-1%	i
COc1ccc(NC(=O)CSc2ccccc2)cn1	4%	63%	-23%	13%	0.4%
O=C(NCCCN1CCOCC1)c1ccccc1N1C(=O)[C@@H]2Cc3c([nH]c4ccccc34)C(c3ccc(F)cc3)N2C1=O (stereo partly drawn)	3%	38%	2%	-6%	6.2%
CC(OC1=CC(=O)CCC1)C(=O)c1ccccc1 (stereo not drawn)	-12%	3%	-1%	-11%	2.3%

Following part
SMILES	PhoP GFP inhibition	tuberculosis growth	H1N1 NS1A inhibition	M. tuberculosis HTS	inhibitors of VEEV	others
CCOC(=O)C1=C(O)C(=O)N(c2ccc(S(N)(=O)=O)cc2)C1c1ccc(Cl)cc1 (stereo not drawn)	0%	9%	-4%	-4%	1.6%
CC(/C=C/c1ccccc1)=N/NC(=O)c1cnccn1	2%	5%	2%	-6%	4.9%
O=C(NC1CCCCC1)N(CCN1CCOCC1)Cc1cc2cc3c(cc2[nH]c1=O)OCCO3	13%	15%	-4%	-3%	5.4%
CN(C)c1oc(-c2ccc(OCc3ccccc3)cc2)nc1C#N	-3%	8%	8%	?	0.2%
O=C(COc1ccccc1)NCC(c1ccco1)N1CCN(c2ccc(F)cc2)CC1 (stereo not drawn)	-2%	1%	14%	19%	2.4%
N#CC12CCCCC1CC1CCCCC1(C#N)N2CCO (stereo not drawn)	-10%	?	-8%	-9%	0.4%
O=C(CC1C(=O)N(c2ccccc2)C(=O)N1C1CCCCC1)Nc1ccccc1 (stereo not drawn)	0%	3%	3%	1%	0.3%
Cc1cc(C)cc(NC(=S)N(CCN2CCCCC2)Cc2ccco2)c1	10%	15%	-4%	14%	1.6%
Cc1cc(Br)ccc1NC(=O)CNC(=O)CN(C)C1CCS(=O)(=O)C1 (stereo not drawn)	.	.	-6%	.	1.4%
COc1ccc(S(=O)(=O)N2CCOCC2)cc1C(=O)N1CCCCCC1	2%	-6%	15%	4%	1.3%
CCOC(=O)c1ccc(NC(=O)C2CC(=O)N(c3ccc4c(c3)OCCO4)C2)cc1 (stereo not drawn)	.	-6%	-6%	5%	2.1%
CC(C)(C)c1ccc(C(=O)NCCC(=O)Nc2ccc(S(=O)(=O)Nc3nccs3)cc2)cc1	.	.	-1%	.	11%
Cc1ccc(-c2csc(NC(=O)CSc3ncn(-c4ccccc4)n3)n2)cc1	-4%	8%	10%	48%	0.3%
CC(C)(C)NC(=O)CSc1nc2ccc(Nc3nc(N4CCOCC4)nc(N4CCOCC4)n3)cc2s1	-6%	4%	-8%	21%	11%
COc1ccc(N2CCN(C(=O)CSc3nnc(C)c(=O)[nH]3)CC2)cc1	-11%	-5%	6%	2%	i

Three entries picked at random from the list so far:
SMILES	PhoP GFP inhibition	tuberculosis growth	H1N1 NS1A inhibition	M. tuberculosis HTS	inhibitors of VEEV	others
COc1ccc(NC(=O)CSc2ccccc2)cn1	4%	63%	-23%	13%	0.4%
O=C(Nc1ccc(NC(=O)c2cccs2)c(Cl)c1)c1cccs1	18%	6%	5%	54%	1.4%
CN(C)c1ccc(/C=C(\NC(=O)c2ccccc2)C(=O)NCCCn2ccnc2)cc1	-6%	-6%	19%	-1%	i

Of the compounds above, two have a tert-butyl group:
SMILES	PhoP GFP inhibition	tuberculosis growth	H1N1 NS1A inhibition	M. tuberculosis HTS	inhibitors of VEEV	others
CC(C)(C)c1ccc(C(=O)NCCC(=O)Nc2ccc(S(=O)(=O)Nc3nccs3)cc2)cc1	.	.	-1%	.	11%
CC(C)(C)NC(=O)CSc1nc2ccc(Nc3nc(N4CCOCC4)nc(N4CCOCC4)n3)cc2s1	-6%	4%	-8%	21%	11%

The listing picks up, starting four compounds before the break.
SMILES	PhoP GFP inhibition	tuberculosis growth	H1N1 NS1A inhibition	M. tuberculosis HTS	inhibitors of VEEV	others
CC(C)(C)c1ccc(C(=O)NCCC(=O)Nc2ccc(S(=O)(=O)Nc3nccs3)cc2)cc1	.	.	-1%	.	11%
Cc1ccc(-c2csc(NC(=O)CSc3ncn(-c4ccccc4)n3)n2)cc1	-4%	8%	10%	48%	0.3%
CC(C)(C)NC(=O)CSc1nc2ccc(Nc3nc(N4CCOCC4)nc(N4CCOCC4)n3)cc2s1	-6%	4%	-8%	21%	11%
COc1ccc(N2CCN(C(=O)CSc3nnc(C)c(=O)[nH]3)CC2)cc1	-11%	-5%	6%	2%	i
c1ccc(CN2CCN(Cc3ccc4c(c3)OCCO4)CC2)cc1	-3%	-2%	6%	-14%	i
CC(C)CCCN1CCN=C1Nc1ccccc1	6%	9%	-7%	-7%	0.6%	inhibitors of VEEV 10K pilot screen=0.5
O=C(CN1CCOCC1)Nc1ccc(Br)cc1C(=O)c1ccccc1	-2%	-3%	-3%	-1%	i
O=C(CCS(=O)(=O)c1ccccc1)Nc1cccc(-c2nc3ccccc3s2)c1	-9%	2%	-2%	6%	5.2%
O=C(N/N=C/c1cccc(F)c1)c1c(O)c2c([nH]c1=O)CCCC2	-5%	-34%	-5%	10%	2.6%
CC(C)NC(=O)CCc1nc2cccnc2n1-c1ccccc1	-1%	-8%	1%	7%	i
O=C(CSc1nnc(Cc2csc(Nc3cccc(Cl)c3)n2)o1)N1CCc2ccccc21	-14%	0%	8%	-9%	11%	inhibitors of VEEV 10K pilot screen=7.2
COc1ccc(-c2ccnc3cc(C(=O)O)nn23)cc1	5%	-9%	-1%	-5%	3.0%
Cc1c(NC(=O)c2cc3nc(-c4ccccc4)cc(C)n3n2)c(=O)n(-c2ccccc2)n1C	-9%	12%	-2%	-6%	6.2%
CCOC(=O)c1[nH]c2ccccc2c1NC(=O)c1ccc(S(=O)(=O)N(C)C)cc1	5%	.	-5%	-5%	11%
O=C(NNc1ccc(Cl)cc1)C1CCC1	-20%	?	-3%	?	i
O=C(COC(=O)CC1CCCC1)Nc1ccc(Br)cc1F	.	72%	-2%	2%	0.4%
COC(=O)CCC(=O)NNC(=O)c1cccc(Cl)c1	-12%	-3%	7%	-2%	1.1%	inhibitors of VEEV 10K pilot screen=0.8
CC(NCC(O)COc1ccccc1)C1COc2ccccc2O1 (stereo not drawn)	2%	13%	1%	18%	i
CCCCCOc1ccc(OC(=O)c2ccncc2)cc1	-4%	76%	-7%	?	3.0%
Cc1ccc(NC(=O)c2ccc(OCc3c(C)noc3C)cc2)nc1	.	35%	-15%	-2%	2.9%
O=C(O)CN1C(=O)CC(c2ccccc2)CC1=O	-7%	-16%	-4%	4%	11%
Cc1ccc(NC(=O)CN(C)C(=O)COc2ccc(C(=O)c3ccc(F)cc3)cc2)cc1	-2%	56%	8%	5%	i
COc1ccc(NC(=O)c2ccsc2NC(C)=O)cc1	5%	0%	1%	7%	3.0%	inhibitors of VEEV 10K pilot screen=0.9
COc1ccccc1NC(=O)C1CC(=O)N(c2ccc(F)cc2)C1 (stereo not drawn)	2%	8%	-6%	1%	2.5%
Cc1ccc(NCc2ccco2)cc1C	3%	10%	4%	-1%	0.7%
O=C(NCC(c1ccco1)N1CCN(c2ccccc2)CC1)c1ccco1 (stereo not drawn)	7%	-4%	-3%	1%	1.2%
O=C1CN(C(=O)c2ccccc2F)C(c2ccccc2)c2cc(F)ccc2N1 (stereo not drawn)	-9%	-4%	22%	1%	0.2%
O=S(=O)(NCCc1ccncc1)c1ccc(S(=O)(=O)N2CCCCCC2)cc1	-8%	22%	0%	-6%	1.4%
O=S(=O)(c1ccc(NCCCO)nc1)N1CCOCC1	.	.	-1%	.	0.4%
COC(=O)C(C(=O)OC)C1C=CCN(C(C)=O)C1 (stereo not drawn)	.	.	-2%	.	0.2%
COc1ccccc1NC(=O)CSc1nnc(CSc2nc(C)cc(C)n2)o1	1%	8%	-11%	2%	i
CN(C)C=Nc1ccc2nn(-c3ccccc3)nc2c1	2%	34%	-15%	96%	3.2%
COc1cc(C2C(c3ccccc3)C(c3cc(OC)cc(=O)o3)C2c2ccccc2)oc(=O)c1 (stereo not drawn)	.	.	4%	.	6.6%
COc1ccccc1[As](=O)(O)CC(O)COc1ccc(Cl)cc1Cl (stereo not drawn)	-4%	-10%	.	3%	.
COc1ccc(N(CC(=O)NCCC2=CCCCC2)S(C)(=O)=O)cc1OC	-4%	.	5%	.	i
Cc1ccc(CNC(=O)C2CCCN(S(=O)(=O)N3CC(C)CC(C)C3)C2)cc1 (stereo not drawn)	9%	4%	3%	5%	1.2%
COc1ccc(CN(C)C(C)C(=O)Nc2cccc3ccccc23)cc1 (stereo not drawn)	9%	32%	9%	41%	1.0%
COc1ccc(NP2(=O)NCCCN2)cc1	.	.	-25%	.	1.1%
COc1ccc(-c2nc3ccccc3c(=O)n2-c2nccs2)cc1	3%	19%	-4%	-4%	1.5%
Cn1nc(OCc2ccccc2)ccc1=O	1%	14%	14%	8%	1.1%
COc1ccc(Nc2nnc(SCC(=O)c3cc4ccccc4o3)s2)cc1	3%	-24%	17%	-8%	1.0%
Cc1cccc(OCCCC(=O)Nc2ccc(S(N)(=O)=O)cc2)c1	-6%	15%	-11%	1%	1.7%
O=C(Nc1ccc(N2CCCC2)cc1)c1ccc(Cl)cc1Cl	5%	4%	-4%	5%	i
O=C(CN1C(=O)CC(c2ccco2)Sc2ccccc21)Nc1ccccc1F (stereo not drawn)	.	16%	2%	-14%	4.5%
O=C(CC1C(=O)NCCN1Cc1ccc(Cl)c(F)c1)NC1CCCCC1 (stereo not drawn)	-11%	22%	-4%	-1%	3.3%
COc1ccc(N(CC(=O)NC(C)C)C(=O)CCC(=O)Nc2ccccn2)cc1	3%	-28%	-1%	-2%	7.1%
COC(=O)[C@]1(Cc2ccccc2)N[C@H](CN(C)C(=O)Nc2ccccc2)[C@@H]2C(=O)N(C)C(=O)[C@@H]21	.	10%	0%	-5%	0.4%
CCN1CCN(C(=O)c2ccc(Cl)c(S(=O)(=O)N3CCCCCC3)c2)CC1	5%	-6%	-14%	4%	2.7%
COc1ccc(N2CC(C(=O)NNC(=O)c3ccc(Br)cc3)CC2=O)c(OC)c1 (stereo not drawn)	5%	-9%	-12%	-6%	0.2%
Cc1ccn2cc(-c3ccc(NC(=O)c4ccco4)cc3)nc2c1	-4%	9%	-1%	3%	8.4%

High-throughput results as filed in PubChem BioAssay.

Rows were taken by chance; overall some 1.6% were active at least once.
